# Bioassay records as filed in PubChem BioAssay.
# EPAC2 antagonist: qHTS for Antagonist of cAMP-regulated guanine nucleotide exchange factor 2 (EPAC2): primary screen. Potency, µM (titrated, usually from 114 µM), for the others: top-dose activity, negative = inhibition, actives largely listed as inhibitors. Rap guanine nucleotide exchange factor 4 (Homo sapiens), Q8WZA2. EPAC2 GEF exchange of Rap1B-BODIPY-GDP, fluorescence. 360,000 tested, 0.18% active; note: potency is the fitted concentration of half-maximal effect; % is set by controls: 0 for no effect and ±100 for the full control effect; nearly all actives have a fitted effect of over 45% in size; many of its hits are not listed in these tables
# WRN inhibitor: qHTS for Inhibitors of WRN Helicase; Bifunctional 3'-5' exonuclease/ATP-dependent helicase WRN (Homo sapiens), Q14191; WRN helicase unwinding, fluorescent forked duplex, kinetic; Potency, µM (series often up to 114 µM), for inactives: at the top dose activity change, negative = inhibition, hits mostly inhibitors; 360,000 tested, 0.46% active; note: potency is the fitted concentration of half-maximal effect; % is set by controls: 0 for no effect and ±100 for the full control effect; nearly all actives have a fitted effect of over 55% in size
# Target sequence (Q14191 whole entry, looked up): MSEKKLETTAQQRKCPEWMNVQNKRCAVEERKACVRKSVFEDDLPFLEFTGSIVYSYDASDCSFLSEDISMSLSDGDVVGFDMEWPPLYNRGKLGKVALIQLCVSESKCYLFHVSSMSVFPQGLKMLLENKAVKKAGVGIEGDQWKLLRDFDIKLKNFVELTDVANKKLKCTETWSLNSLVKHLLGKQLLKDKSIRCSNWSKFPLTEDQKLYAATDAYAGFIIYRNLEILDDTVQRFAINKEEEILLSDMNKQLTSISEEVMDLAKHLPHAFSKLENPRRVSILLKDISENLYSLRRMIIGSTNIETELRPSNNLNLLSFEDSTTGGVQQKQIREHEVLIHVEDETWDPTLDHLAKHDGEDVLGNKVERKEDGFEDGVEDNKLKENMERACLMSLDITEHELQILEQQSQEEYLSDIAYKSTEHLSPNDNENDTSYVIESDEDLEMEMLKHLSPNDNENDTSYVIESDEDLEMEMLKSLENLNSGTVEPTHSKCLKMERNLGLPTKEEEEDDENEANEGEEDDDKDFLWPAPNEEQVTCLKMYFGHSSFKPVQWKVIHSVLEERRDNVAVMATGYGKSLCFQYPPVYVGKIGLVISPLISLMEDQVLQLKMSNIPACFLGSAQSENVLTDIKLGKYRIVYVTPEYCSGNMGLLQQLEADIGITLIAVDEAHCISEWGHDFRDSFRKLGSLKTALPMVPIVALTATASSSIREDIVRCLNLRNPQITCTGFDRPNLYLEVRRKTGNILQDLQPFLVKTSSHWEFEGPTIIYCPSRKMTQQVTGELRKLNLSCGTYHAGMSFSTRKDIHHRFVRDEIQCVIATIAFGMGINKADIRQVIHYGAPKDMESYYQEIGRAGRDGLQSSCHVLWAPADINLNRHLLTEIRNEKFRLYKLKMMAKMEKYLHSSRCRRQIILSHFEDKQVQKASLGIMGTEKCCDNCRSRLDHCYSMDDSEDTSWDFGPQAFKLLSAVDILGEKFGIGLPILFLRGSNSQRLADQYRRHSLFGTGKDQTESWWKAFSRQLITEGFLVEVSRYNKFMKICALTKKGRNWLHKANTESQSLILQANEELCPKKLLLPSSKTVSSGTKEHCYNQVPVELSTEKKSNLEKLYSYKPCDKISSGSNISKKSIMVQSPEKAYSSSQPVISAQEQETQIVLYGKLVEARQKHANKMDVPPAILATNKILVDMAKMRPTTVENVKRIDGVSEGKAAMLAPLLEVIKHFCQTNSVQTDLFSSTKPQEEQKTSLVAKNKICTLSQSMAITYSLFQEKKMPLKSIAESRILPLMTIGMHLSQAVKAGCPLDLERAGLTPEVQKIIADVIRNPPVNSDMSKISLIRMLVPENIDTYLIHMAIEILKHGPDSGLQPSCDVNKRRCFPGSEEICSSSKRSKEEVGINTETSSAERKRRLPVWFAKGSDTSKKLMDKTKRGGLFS
#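 Enzyme (20 nM final) and test compound sit together 15 min at room temperature before substrate addition. Substrate is a single-forked duplex oligonucleotide (100 nM) labelled with fluorophore and quencher, with 2 mM ATP; helicase unwinding raises red fluorescence, read kinetically.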
# CCT modulator: High-Throughput Screening for Modulators of Cytosolic Chaperonin Activity. 360,000 tested, 0.3% active. purified chaperonin ATPase assay, HTRF ADP detection, 30 min. activity change, % (concentration not given with the values), hits read low; in the data active = activity change below about -30%; note: % is set by controls: 0 for no effect and ±100 for the full control effect
#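 Enzyme 40 or 20 nM (batch-dependent) in Tris pH 7.4/KCl/MgCl2/DTT; cpd 76 uM single point; ATP 10 uM; 30 min 37 °C; Transcreener ADP HTRF detection, 30 min RT; ratio 665/615.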
# Mm-Cpn inhibitor: Inhibitors of TCP-1 ring complex (TRiC) of Methanococcus maripaludis (MmCpn): qHTS; Chaperonin Mm-Cpn (Methanococcus maripaludis); purified Mm-Cpn ATPase, ADP Transcreener TR-FRET; Potency, µM (doses to about 76.9 µM), inactives show top-dose activity, negative = inhibition, usual class: inhibitors; 330,000 tested, 0.031% active; note: potency is the fitted concentration of half-maximal effect; % is set by controls: 0 for no effect and ±100 for the full control effect; nearly all actives have a fitted effect of over 80% in size
#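 ATPase turnover read by TR-FRET ADP competition (Eu cryptate antibody/ADP-d2, 665/590 nm): 10uM ATP final, 25nM Mm-CPN final, 30 min 37degC after 10-min compound preincubation, pH 7.4 Tris/KCl/MgCl2/DTT buffer.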
# PI5P4K alpha inh: qHTS for Inhibitors of phosphatidylinositol 5-phosphate 4-kinase (PI5P4K) | Phosphatidylinositol 5-phosphate 4-kinase type-2 alpha (Homo sapiens), P48426 | PI5P4Kalpha enzyme, ADP-Glo luminescence, 60 min; stronger effect = lower value | max response, % | 330,000 tested, 1.2% active | AID 652105, 2013; active = max response of -50% or lower; inconclusive = between -30% and -50%; inactive = -30% or higher; note: value at the top dose of about 77 µM; % is set by controls: 0 for no effect and ±100 for the full control effect
#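 PI5P4Kalpha ADP-Glo assay; 5 microM ATP final; 60 min RT reaction; HEPES pH 7.4/EGTA/CHAPS, 5% DMSO; controls lacking substrate or enzyme; luminescent end-point.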
# EPAC1 antagonist: qHTS for Antagonist of cAMP-regulated guanine nucleotide exchange factor 3 (EPAC1): primary screen | Rap guanine nucleotide exchange factor 3 (Homo sapiens), O95398 | EPAC1 GEF assay, Rap1b-BODIPY-GDP exchange fluorescence | Potency, µM (doses to about 115 µM), for the others: top-dose activity change, negative = inhibition, actives largely listed as inhibitors | 360,000 tested, 0.14% active;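 note: potency is the fitted concentration of half-maximal effect; plate controls were vehicle for no effect and positive control for full effect; nearly all actives have a fitted effect of over 50% in size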
# PLK1 PBD block: qHTS for Inhibitors of PLK1-PDB (polo-like kinase 1 - polo-box domain): Primary Screen | Plk1 PBD binding of FITC phosphopeptide, fluorescence polarization | AID 720504, 2013 | 360,000 tested, 2.8% active | Potency, µM, for the others: max response, negative = inhibition, usual class: inhibitors | Serine/threonine-protein kinase PLK1 (Homo sapiens), P53350; note: potency is the fitted concentration of half-maximal effect; series mostly up to about 57 µM; % is set by controls: 0 for no effect and ±100 for the full control effect; nearly all actives have a fitted effect of over 65% in size
# EPAC1 ag: qHTS for Agonist of cAMP-regulated guanine nucleotide exchange factor 3 (EPAC1): primary screen; Rap guanine nucleotide exchange factor 3 (Homo sapiens), O95398; EPAC1 agonist qHTS, biochemical assay; response scale: 100% = response to 6.5 mM cAMP; Potency, µM (doses to about 154 µM), inactives show at the highest dose activation, most hits filed as activators; 360,000 tested, 0.073% active; note: potency is the fitted concentration of half-maximal effect; nearly all actives have a fitted effect of over 60% in size
#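 Nucleotide exchange assay: 100 nM EPAC1 with 250 nM Rap1B loaded with BODIPY-GDP and 50 uM GDP, room temperature. Fluorescence (480/540 nm) read every 5 min for 30 min; signal change normalized to 6.5 mM cAMP as full agonist.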
# The depositor's hits bear a star; ? = inconclusive; . = no result given; [ ] = dose if it differs, or a comment. Unless noted, calls come from the whole dose curve; as a rule, active = well fitted curve in the direction sought with a large enough effect; inconclusive = small, poorly fitted or top-dose-only effect, or another doubt; inactive = no such curve, though single readings can be large; an effect the other way counts as inactive or inconclusive. A portion of the library. The share of hits here may be higher or lower than overall.
SMILES,EPAC2 antagonist,WRN inhibitor,CCT modulator,Mm-Cpn inhibitor,PI5P4K alpha inh,EPAC1 antagonist,PLK1 PBD block,EPAC1 ag
C=CCn1c(SCC(=O)N(CC)CC)nc(O)cc1=O,0%,-7%,-1.2,-4%,.,6%,-9%,4%
Cc1cccc(Nc2nnc(SCC(O)=C(C#N)c3nc4ccccc4[nH]3)s2)c1,0%,?,0.2,.,-61*,-10%,-24%,0%
COc1ccc(NC(=O)CSc2nnc(Cn3nnc4ccccc43)n2C)cc1,3%[57.1 µM],0%,-2.0,-2%,-1,5%,-11%,-3%
Cc1cc(C)nc(/N=C2\NC(=O)CC(C(=O)O)N2c2ccc(Cl)cc2Cl)n1 (configuration not stated),18%,8%,2.0,2%,1,11%,8%,-8%
COC(=O)CCc1sc(NC2CCCCC2)nc1-c1ccc(OC)cc1,-5%,2%,1.9,-1%,-2,1%,-28%,-4%
O=C(O)c1ccc(OCC2CCCO2)cc1 (configuration not stated),5%,9%,-0.6,2%,0,-1%,1%,2%
Nc1ccccc1/C=N\N=C/c1ccccc1N,7%,5%,0.5,.,0,13%,-14%,6%
COc1ccc(/C=N/NC(=O)CN2CCN(Cc3ccccc3)CC2)cc1Br,-7%,-10%,-2.0,0%,-1,-3%,-7%,6%
Cc1sc2nc(C3CCCCC3)nc(SCC(=O)N3CC(=O)Nc4ccccc43)c2c1C,-7%,-5%,1.8,-14%,.,-2%,-9%,4%
C=C(C)CSc1nnc2n(C)c(=O)c3c4c(sc3n12)CCC4,11%,-9%,-0.4,1%,-1,-6%,-7%,3%

# Record cards (already shown). Order of values: EPAC2 antagonist	WRN inhibitor	CCT modulator	Mm-Cpn inhibitor	PI5P4K alpha inh	EPAC1 antagonist	PLK1 PBD block	EPAC1 ag
# `Nc1ccccc1/C=N\N=C/c1ccccc1N` in the list: 7%	5%	0.5	.	0	13%	-14%	6%
# `Cc1sc2nc(C3CCCCC3)nc(SCC(=O)N3CC(=O)Nc4ccccc43)c2c1C` in the list: -7%	-5%	1.8	-14%	.	-2%	-9%	4%

# Laid out differently: results already given
Nc1ccccc1/C=N\N=C/c1ccccc1N
- EPAC2 antagonist = 7%
- WRN inhibitor = 5%
- CCT modulator = 0.5
- Mm-Cpn inhibitor = .
- PI5P4K alpha inh = 0
- EPAC1 antagonist = 13%
- PLK1 PBD block = -14%
- EPAC1 ag = 6%
COc1ccc(/C=N/NC(=O)CN2CCN(Cc3ccccc3)CC2)cc1Br
- EPAC2 antagonist = -7%
- WRN inhibitor = -10%
- CCT modulator = -2.0
- Mm-Cpn inhibitor = 0%
- PI5P4K alpha inh = -1
- EPAC1 antagonist = -3%
- PLK1 PBD block = -7%
- EPAC1 ag = 6%
Cc1sc2nc(C3CCCCC3)nc(SCC(=O)N3CC(=O)Nc4ccccc43)c2c1C
- EPAC2 antagonist = -7%
- WRN inhibitor = -5%
- CCT modulator = 1.8
- Mm-Cpn inhibitor = -14%
- PI5P4K alpha inh = .
- EPAC1 antagonist = -2%
- PLK1 PBD block = -9%
- EPAC1 ag = 4%

# Remaining list, next part.
SMILES,EPAC2 antagonist,WRN inhibitor,CCT modulator,Mm-Cpn inhibitor,PI5P4K alpha inh,EPAC1 antagonist,PLK1 PBD block,EPAC1 ag
COc1ccc(C2OCC3(CO2)SC(N)=NC3=O)cc1 (configuration not stated),8%,-1%,2.7,-2%,.,0%,-2%,-6%
Cc1cc(C(C)(C)C)ccc1OCC(=O)N/N=C\c1c(C)n(C)n(-c2ccccc2)c1=O,-2%,-2%,0.2,2%,-4,-9%,-2%,0%
COCC(C)n1c(C)cc(C(=O)COC(=O)c2cc(=O)[nH]c3ccccc23)c1C (configuration not stated),1%,1%,-2.6,-6%,-7,5%,-9%,12%
Cc1cccc(C(C)C)c1NC(=O)CN(C)Cc1cccc(F)c1,-27%,-2%,-1.4,2%,6,-2%,-16%,-8%
Cn1ncc(C#N)c1NC(=O)c1cc(-c2ccccc2Cl)on1,11%,-9%,1.1,2%,-26,7%,-4%,1%
COc1ccc(-c2cc(C(=O)Nc3c(C)n(C)n(-c4ccccc4)c3=O)no2)cc1,-3%,-5%,2.5,1%,-2,-23%,0%,-5%
Cc1noc(C)c1CSCC(=O)Nc1nc(-c2ccc(F)c(F)c2)cs1,-21%,-6%,0.2,-6%,-6,?,-3%,13%
COc1cc(CNC2CCCCC2OC)cc(OC)c1 (configuration not stated),9%,13%,-0.8,0%,-7,-12%,-2%,-17%
CS(=O)(=O)N1CCN=C1SCc1ccc(F)cc1,1%,1%,1.2,1%,-2,-5%,-9%,12%
O=C(CSc1nnc2n1CCCCC2)Nc1ccc(N2CCOCC2)cc1,2%,-3%,-3.9,-7%,2,-8%,-3%,1%
COc1ccc(CN2C(=O)c3ccccc3C2c2nnnn2-c2ccc3c(c2)OCCO3)cc1OC (configuration not stated),13%,5%,1.9,.,-2,19%,1%,3%
O=C(NCC(c1ccco1)N1CCc2ccccc21)C(=O)Nc1ccccc1F (configuration not stated),1%,6%,-0.1,0%,-1,15%,-3%,10%
CSc1ccc(NC(=O)NN(c2ccccc2)C2CCS(=O)(=O)C2)cc1 (configuration not stated),2%,-4%,-2.4,.,-7,2%,-2%,0%
CN(CCOc1ccccc1)C(=O)C1CCN(C(=O)c2ccc(Cl)cc2)CC1,8%,-17%,-6.7,-1%,6,3%,5%,0%
Cc1cn2c(nc(=O)c3cccnc32)s1,2%,-19%,-2.2,-1%,-6,0%,-9%,-5%
Nc1nc(NC(=O)CCC(=O)O)nn1-c1ccccc1,20%,-1%,-1.4,0%,9,-12%,2%,-5%
Cc1occc1C(=O)N/N=C/c1ccc(Br)s1,2%,-7%,-3.3,-11%,1,-6%,-12%,3%
Cc1ccc2c(CN(C)Cc3ccccc3)cc(=O)oc2c1C,-20%,?,-1.3,2%,5,-5%,-1%,10%
O=C1NC(=Nc2ccc(Cl)cc2)SC1Cc1cc(Cl)ccc1Cl (configuration not stated),10%,6%,-1.7,-3%,-8,-9%,-16%,1%
CCOc1ccccc1N/C(=C(/C(Cl)=C(Cl)Cl)[N+](=O)[O-])n1cncn1,19%,-21%,-0.2,-4%,-11,-3%,?,-10%
Cc1ccccc1NC(=O)CCS(=O)(=O)c1ccc(Br)cc1,13%,4%,-1.1,-14%,3,8%,0%,-1%
Cc1ccc2[nH]c(=O)c(C3=NN(C(=O)CCC(=O)O)C(c4cccs4)C3)c(-c3ccccc3)c2c1 (configuration not stated),7%,2%,-1.5,-2%,1,9%,-16%,-16%
COc1cc(NC(=O)COC(=O)C2CC(O)CN2S(=O)(=O)c2ccc(Cl)cc2)c(C)cc1[N+](=O)[O-] (configuration not stated),-11%,-2%,-2.4,.,5,6%,-4%,-5%
COC(=O)c1[nH]c(C)c(/C(O)=C2\C(=O)C(=O)N(CCN3CCOCC3)C2c2cccs2)c1C (configuration not stated),-6%[57.1 µM],-2%,4.0,0%,0,-13%,0%,0%
Cc1ccc(CNC(=O)C(=O)NCC2CCCN2S(=O)(=O)c2cc(C)ccc2C)cc1 (configuration not stated),-9%,-8%,-0.8,1%,-2,-10%,1%,9%
O=C1CN(C(=O)c2cc3ccccc3oc2=O)C(c2ccccc2)c2cc(F)ccc2N1 (configuration not stated),13%,1%,-0.3,0%,-1,4%,-2%,-7%
Cc1sc2nc3c4ccccc4c(NCc4ccco4)nn3c(=O)c2c1C,1%,?,-9.5,-4%,?,-5%,-8%,6%
CCOC(=O)NC(c1ccccc1)C1CCCCC1=O (configuration not stated),0%,3%,0.7,2%,-2,4%,-14%,5%
O=C1NC(Cc2ccc(O)cc2)c2nc3ccc(F)cc3c(=O)n2-c2cc3ccccc3cc21 (configuration not stated),-8%,-3%,0.8,.,-4,-10%,-2%,-1%
CCOC(=O)c1[nH]c(C(=O)O)c(CCC(=O)OC)c1C,-5%,-10%,-1.2,0%,.,9%,-1%,11%

# Structures above shown as hits in PI5P4K alpha inh.
mol	EPAC2 antagonist	WRN inhibitor	CCT modulator	Mm-Cpn inhibitor	PI5P4K alpha inh	EPAC1 antagonist	PLK1 PBD block
Cc1cccc(Nc2nnc(SCC(O)=C(C#N)c3nc4ccccc4[nH]3)s2)c1	0%	?	0.2	.	-61*	-10%	-24%

# New compounds follow
SMILES,EPAC2 antagonist,WRN inhibitor,CCT modulator,Mm-Cpn inhibitor,PI5P4K alpha inh,EPAC1 antagonist,PLK1 PBD block,EPAC1 ag
CC(NC(=O)C1CCN(c2nnc(-n3cccc3)s2)CC1)C12CC3CC(CC(C3)C1)C2 (configuration not stated),7%,1%,-0.8,1%,-17,5%,2%,-9%
COc1cc(C(=O)C(=O)c2ccc(OC)c(OC)c2)ccc1O,-5%,-11%,-5.1,.,-1,-23%,1%,-10%
CC(=O)OC(COc1ccccc1)Cn1cnc2cc(C)c(C)cc21 (configuration not stated),-1%,4%,-3.6,-3%,-4,-2%,-6%,-1%
COc1ccc(NS(=O)(=O)c2ccc3c(c2)NC(=O)CO3)cc1,0%,-1%,-0.1,0%,-4,-21%,-17%,4%
Cc1ccc(-c2nnc(N3CCN(S(C)(=O)=O)CC3)c3ccccc23)cc1,3%,8%,-0.9,0%,6,12%,-3%,-3%
O=C1NC(=O)c2cc(NC(=O)C3CCCO3)ccc21 (configuration not stated),18%,6%,-0.9,-1%,.,11%,-1%,-1%
CCOC(=O)C1CCCN(c2cc(=O)n(-c3ccccc3Cl)c(=O)[nH]2)C1 (configuration not stated),0%,-8%,-1.0,1%,10,7%,-13%,3%
CCN(CC)C(=O)/C(=C/c1cccc([N+](=O)[O-])c1)NC(=O)c1ccco1,-6%,-9%,-3.0,3%,2,-6%,-6%,-2%
